Screening data (PubChem BioAssay)
Giardia FBPA inh – inhibitors of Giardia lamblia fructose-1,6-bisphosphate aldolase; AID 2451; purified Giardia FBPA; Potency, µM (titrated, usually from 59.6 µM), inactives show at the top dose activity, negative = inhibition, actives largely listed as inhibitors; actives 0.71% (n = 290,000); further: potency means the concentration at half of the fitted maximal effect; nearly all actives have a fitted effect of over 55% in size
Target sequence (A8B2U2 whole entry, looked up): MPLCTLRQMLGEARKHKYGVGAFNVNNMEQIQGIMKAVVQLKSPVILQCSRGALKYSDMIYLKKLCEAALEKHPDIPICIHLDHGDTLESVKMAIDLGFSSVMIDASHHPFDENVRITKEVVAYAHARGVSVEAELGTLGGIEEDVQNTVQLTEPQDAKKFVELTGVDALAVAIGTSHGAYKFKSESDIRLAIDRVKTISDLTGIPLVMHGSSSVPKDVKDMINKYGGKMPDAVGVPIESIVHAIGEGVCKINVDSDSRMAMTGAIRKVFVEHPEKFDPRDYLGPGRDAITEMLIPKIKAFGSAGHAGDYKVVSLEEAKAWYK
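Giardia FBPA (40 nM reagent) was preincubated 10 min at RT with compound (up to 57.5 uM final), then substrate plus GAPDH/TPI/NAD/arsenate coupling system with diaphorase/resazurin was added; resorufin fluorescence (525/598 nm) was read after 20 min.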
Sm TGR block – S. mansoni TGR enzyme inhibition. Q962Y6. purified TGR, DTNB reduction, TNB absorbance 405 nm. Potency, µM (series often up to 114 µM), without a hit: top-dose activity change, negative = inhibition, most hits filed as inhibitors. actives 3% (n = 360,000). AID 485364; further: potency means the concentration at half of the fitted maximal effect; nearly all actives have a fitted effect of over 60% in size
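Kinetic colorimetric format: TGR-catalysed, NADPH-driven DTNB reduction monitored via TNB absorbance. Enzyme dispensed at 20 nM; compound exposure 15 min at room temperature before reaction start.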
AMA1 RON2 block – inhibitors of Plasmodium falciparum AMA1-RON2 interaction; Potency, µM (top dose mostly 58.2 µM), for the others: at the top dose activity change, negative = inhibition, hits mostly inhibitors; actives 0.2% (n = 360,000); AlphaScreen AMA1-biotinylated RON2 peptide binding;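 further: potency means the concentration at half of the fitted maximal effect; 0% = vehicle wells and -100% = peptide control; nearly all actives have a fitted effect of over 45% in size; some results filed as inactive show a strong effect at the top dose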
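AMA1 (3D7) with his tag at 25 nM final met compounds first, then biotinylated RON2 peptide at 25 nM; detection used donor plus acceptor beads, 10 µg/mL apiece, read by AlphaScreen after 30 min at room temperature.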
HCMV antiviral – inhibitors of human cytomegalovirus; actives 4.5% (n = 410,000); HFF cells, HCMV-luciferase reporter, 72 h; active compounds read low; activity change, negative = inhibition, % at 57.5 µM; in the data active means activity change below about -60%; inconclusive means no clear call, values can overlap the other calls; inactive means above about -39%
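Screen run at 2 compound doses on HFFs infected with reporter HCMV, MOI 1 PFU/cell. Luciferase activity from cell lysates at 72 h post infection gave inhibition relative to buffer-only and Salinomycin wells.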
AmpC inh no detg – inhibitors of E. coli AmpC beta-lactamase without detergent; P00811; AmpC nitrocefin hydrolysis, absorbance 480 nm, 0.0001% Triton; Potency, µM (doses to about 57.1 µM), inactives show top-dose activity change, negative = inhibition, usual class: inhibitors; actives 0.52% (n = 330,000); AID 485341;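 further: potency means the concentration at half of the fitted maximal effect; plate controls were no compound for no effect and no enzyme for full effect; nearly all actives have a fitted effect of over 20% in size; some results filed as inactive show a strong effect at the top dose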
Target sequence (P00811 whole entry, looked up): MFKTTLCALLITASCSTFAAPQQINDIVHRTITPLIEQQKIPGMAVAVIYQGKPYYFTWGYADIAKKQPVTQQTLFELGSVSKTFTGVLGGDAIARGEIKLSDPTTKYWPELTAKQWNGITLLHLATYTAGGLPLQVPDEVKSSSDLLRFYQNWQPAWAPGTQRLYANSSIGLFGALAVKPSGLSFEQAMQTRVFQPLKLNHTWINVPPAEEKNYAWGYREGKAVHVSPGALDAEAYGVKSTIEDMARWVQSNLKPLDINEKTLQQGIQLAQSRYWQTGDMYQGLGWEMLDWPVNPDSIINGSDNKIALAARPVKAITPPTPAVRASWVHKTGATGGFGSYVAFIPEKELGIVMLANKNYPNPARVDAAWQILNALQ
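AmpC (5.3 nM in the dispensed reagent) in 20 mM phosphate pH 7.0 with 0.01% (detergent screen) or 0.0001% Triton X-100 was preincubated with compounds for 15 min at room temperature. Nitrocefin was then added from an 800 uM solution, and hydrolysis was followed at 480 nm.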
AmpC inh detg – AmpC beta-lactamase inhibition with detergent present; AmpC hydrolysis of nitrocefin, absorbance 480 nm, 0.01% Triton; actives 0.041% (n = 370,000); AID 485294; Potency, µM (highest dose often 114 µM), inactives show at the highest dose activity change, negative = inhibition, usual class: inhibitors; P00811;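 further: potency means the concentration at half of the fitted maximal effect; 0% = no-compound wells and -100% = no-enzyme wells; nearly all actives have a fitted effect of over 25% in size; some results filed as inactive show a strong effect at the top dose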
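AmpC (5.3 nM in the dispensed reagent) in 20 mM phosphate pH 7.0 with 0.01% (detergent screen) or 0.0001% Triton X-100 was preincubated with compounds for 15 min at room temperature. Nitrocefin was then added from an 800 uM solution, and hydrolysis was followed at 480 nm.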
An asterisk follows results filed as active; u = inconclusive; x = no result given; & = joins results of further samples; [ ] = remark or other dose. Unless noted, the call rests on the fitted dose curve; in most records, active means well fitted curve in the direction sought with a large enough effect; inconclusive means small, poorly fitted or top-dose-only effect, or another doubt; inactive means no such curve, though single readings can be large; an effect the other way counts as inactive or inconclusive. Unless noted, on the % scale 0 is the no-effect control and ±100 the full control effect.

SMILES,AmpC inh detg,AmpC inh no detg,HCMV antiviral,AMA1 RON2 block,Giardia FBPA inh,Sm TGR block
COc1ccc(CCNc2nc3c(-c4cccc(F)c4)nnn3c3ccccc23)cc1OC,-2%,x,30,x,x,-5%
CCOC(=O)Cn1cc(Cl)cc(C(=O)Nc2ccccc2)c1=O,0%,-14%,99,2%,6%,4%
Cc1nc(N)sc1-c1csc(Nc2ccc(S(N)(=O)=O)cc2)n1,-8%,-34%,-15,79%[activator],u,-31%
Nc1ccc(S(=O)(=O)Nc2nc3ccccc3o2)cc1,-12%,-18%,12,-3%,u,-2%
CC(C)CC(C(=O)NC1CCCC1)N(Cc1cccs1)C(=O)c1snc(C(N)=O)c1N (centres undefined),-9%,2%,2,33%[activator],7%,3%
Cc1ccc(CNC(=O)CCn2cnc3ccccc3c2=O)cc1,3%,x,14,x,x,4%
Cc1cc(C)cc(NC(=O)c2cc3c(=O)n(Cc4ccco4)ccc3nc2C)c1,0%,x,u,x,x,-23%
Cc1ccc(CN2CCN(C(=O)c3ccco3)CC2)cc1,2%,-8%,5,-3%,1%,0%
O=C(Nc1nc2c(cc3c4c(cccc42)CC3)s1)c1ccccc1Cl,-1%,-21%,u,16%[2.32 µM],-9%,10%
Cn1c(=O)c(-[n+]2ccccc2)c([O-])c2ccccc21,-1%,-9%,-19,0%,-7%,4%
O=S(=O)(Nc1ccc(-n2cccc2)cc1)c1ccccc1,1%,u,1,u,-3%,4%
Cc1cccc(C)c1Nc1c(-c2ccc(N3CCOCC3)cc2)nc2ncccn12,u,173%[activator],3&-3,-2%,-13%,-5%&-1%
Cc1ccccc1NC(=O)Cc1nc(COC(=O)c2cc(Cl)ccc2O)cs1,7%,-27%,31,0%,x,3%
O=c1c2ccccc2nnn1CSc1nnc(COc2ccc(Cl)cc2)n1Cc1ccco1,-12%,0%,-60*,-14%,x,-15%
COc1ccc(CCNC(=O)c2ccc3c(c2)S(=O)(=O)N=C2CCCCCN23)cc1,-10%,-8%,-21,-12%,x,-1%
CCSc1nnc(NC(=O)c2cccc(OCc3c(C)noc3C)c2)s1,-7%,1%,-4,0%,-2%,-1%
CCN(C(=O)c1ccncc1)c1c(N)n(Cc2ccccc2)c(=O)[nH]c1=O,-16%,-10%,1,6%,x,-3%
Cc1ccc(NC(=O)CSc2n[nH]c(-c3ccncc3)n2)cc1C,-4%,-13%,30,-18%,2%,2%
CCOC(=O)CC1C(=O)NCCN1C(=O)c1cccc(OC)c1 (centres undefined),-1%,-7%,25,8%,12%,7%
CC(C1CC1)N(C(=O)c1ccccc1[N+](=O)[O-])c1ccccc1 (centres undefined),-14%,16%,6,-4%,-5%,4%
O=C(N[C@@H]1CCC(=O)N(CC[C@H](Sc2ccccc2)c2ccccc2)CC1)OCc1ccccc1,-3%,43%,u,1%,5%,-1%
CC1CCC(NC(=O)CCC(=O)N2CC(C)Oc3ccccc32)CC1 (centres undefined),-7%,43%,-1,-12%,15%,8%
CCOc1ccc(C(=O)CCC(=O)Nc2ccncc2)cc1,-5%,-24%,-34,6%[11.6 µM],x,-10%
COc1ccc(OCc2cc(C(=O)N3CCSCC3)no2)c(Cl)c1,-1%,21%,27,0%,x,3%
COc1ccc(NC(=O)CN(C)C(=O)c2c(C)nn(Cc3ccc(C)cc3)c2Cl)cc1,4%,34%,-13,u,x,5%
Cc1ccc(CSCC(=O)N(C)CC(=O)Nc2cccc(F)c2)cc1,u,-14%,-10,-1%,x,-2%
Cn1nnc(NC(=S)NC(=O)c2cccc3c(Cl)cccc23)n1,-1%,2%,-20,101%[activator],x,-28%
COc1ccc(C(c2nnnn2C(C)(C)C)N2CCN(c3nc4ccccc4s3)CC2)cc1OC (centres undefined),-14%,194%[activator],30,20%,1%,1%
COc1cccc(CNC(=O)C(=O)NCC(c2cccs2)S(=O)(=O)c2cccs2)c1 (centres undefined),1%,x,-11,x,x,25µM*
O=C(CCN1c2ccccc2Sc2ccccc21)Nc1ccccc1,-8%,-55%,3,-3%,-7%,-14%
O=C(OCC(=O)c1ccc[nH]1)c1cncc(Br)c1,5%,-14%,0,-7%,x,-21%
O=C(COc1ccc(Cl)cc1)N(Cc1ccco1)c1ccccn1,13%,x,3,x,x,-10%
Fc1ccc(/C=N/Nc2cc(N3CCOCC3)ncn2)cc1,2%,-15%,9,-6%,1%,-15%
COc1ccc(N2CCN(c3ccc(NC(=O)c4ccc5c(c4)OCO5)cc3C#N)CC2)cc1,-1%,-16%,x,18%,2%,5%
CCCCC[C@@H]1C=C(C(=O)O)[C@H](c2ccc(F)cc2)N1S(=O)(=O)c1ccc(C)cc1,x,2%,-8,-1%,x,x
CCOC(=O)Nc1sc2c(c1C(N)=O)CCC(C)C2 (centres undefined),-1%,-19%,2,-5%,2%,-6%
CCN(CC(=O)NCc1cccs1)C(=O)C(c1ccccc1)c1ccccc1,-10%,118%[activator],0,-8%,5%,5%
COC(=O)c1cc(Br)c(=O)n(Cc2ccc(C(=O)O)cc2)c1,u,-37%,6,4%,-7%,0%
Cc1cccc(OCCSc2nc3ccccc3n2CCC(=O)O)c1,0%,-13%,7,-3%,-11%,11%
COc1ccc(S(=O)(=O)N2Cc3ccccc3CC2C(=O)Nc2cccc(C)c2)cc1OC (centres undefined),23%,x,16,x,x,4%
CCOC(=O)c1ccccc1NC(=O)CN(c1ccc(OCC)cc1)S(C)(=O)=O,2%,-2%,x,x,4%,-10%
O=C(OCCc1cc2ccccc2c(=O)o1)c1ccccc1C(F)(F)F,1%,-5%,-3,18%,x,-19%
COc1ccc(NC(=O)CCN2CCN(c3ccccc3F)CC2)c(OC)c1,u,13%,-6,-12%,12%,-2%
COc1ccc(CCNC(=O)c2cc(=O)c3c(C)cc(C)cc3o2)cc1OC,-10%,x,-7,x,x,-6%
O=C(N[C@H]1CC1c1ccccc1)c1ccc([N+](=O)[O-])cc1 (some centres undefined),2%,-22%,u,-7%,-2%,-3%
CCN(CC(=O)Nc1c(F)cccc1F)C(=O)C1CC1C (centres undefined),0%,-4%,10,-5%,x,0%
Clc1ccc2nc(CSc3nc4ccccc4o3)cn2c1,-5%,-14%,57,-9%,-3%,8%
CC(C)(C)OC(=O)NCCCCCNC(=O)c1[nH]cnc1C(=O)Nc1ccc(Cl)cc1,2%,126%[activator],-39,161%[activator],x,-5%
COc1cc2ccccc2cc1C(=O)OCc1nc2ccsc2c(=O)[nH]1,-7%,-28%,1,-4%,x,-13%
COc1ccc(-c2[nH]ncc2-c2ccc(Cl)cc2)c(O)c1,-6%,x,-65*,-1%,29%,0%

Remaining list, next part:
SMILES,AmpC inh detg,AmpC inh no detg,HCMV antiviral,AMA1 RON2 block,Giardia FBPA inh,Sm TGR block
O=C(Cn1cnc2ccccc2c1=O)Nc1nnc(SCc2ccccc2)s1,1%,-29%,-19,20%,12%,-1%
CC1=C(C(=O)N(C)C)C(c2ccc(Cl)c(Cl)c2)NC(=O)N1 (centres undefined),-11%,-23%,-33,-6%,0%,-27%[11.4 µM]
O=C(Nc1ccc(NC(=O)C2CC2)nc1)c1cccs1,-2%,-29%,41,-18%,-2%,5%
CCCCN(C(=O)c1cccs1)C1CCS(=O)(=O)C1 (centres undefined),-17%,-2%,-19,-16%,x,10%
Cc1cc(C(=O)CN2C(=O)C(=O)N(Cc3ccccc3)C2=O)c(C)n1Cc1ccc(F)cc1,-6%,-28%,-7,-12%,x,-4%
C=CCN1C(=O)C(Cc2ccc(F)cc2)S/C1=N/N=C/c1ccco1 (centres undefined),u,-20%,3,8%,0%,-2%
CC(=O)C1C2c3ccccc3OC1(C)N=c1s/c(=C/c3cn(C)nc3C)c(=O)n12 (centres undefined),0%,153%[activator],-23,-3%,4%,0%
Cc1nc(-c2ccc(Cl)cc2)sc1CCNC(=O)C(=O)Nc1ccccc1C#N,1%,x,24,x,x,-1%
CC(=O)C1=C(C)NC(SCSc2ccccc2)=C(C#N)C1c1cccnc1 (centres undefined),-12%,66%[activator],x,-8%,u,-24%
Cc1ccc(/C=N\NC(=O)Cc2cccn2C)o1,8%,-9%,u,31%,-13%,u

For convenience, part of the list above:
SMILES,AmpC inh detg,AmpC inh no detg,HCMV antiviral,AMA1 RON2 block,Giardia FBPA inh,Sm TGR block
Cc1nc(-c2ccc(Cl)cc2)sc1CCNC(=O)C(=O)Nc1ccccc1C#N,1%,x,24,x,x,-1%
CC(=O)C1=C(C)NC(SCSc2ccccc2)=C(C#N)C1c1cccnc1 (centres undefined),-12%,66%[activator],x,-8%,u,-24%
Cc1ccc(/C=N\NC(=O)Cc2cccn2C)o1,8%,-9%,u,31%,-13%,u

Going on with the list:
SMILES,AmpC inh detg,AmpC inh no detg,HCMV antiviral,AMA1 RON2 block,Giardia FBPA inh,Sm TGR block
COc1ccccc1C(CCNCc1ccccc1)c1ccc(OC(C)C)cc1 (centres undefined),-10%,16%,-102*,1%,5%,0%
COC(=O)N1C(=O)[C@](c2ccc(OC)cc2)(C(C)C)N1C(=O)OC,-14%,22%,21,-1%,9%,45µM*
OCC1(CCOc2ccccc2)CCN(CCCn2cccn2)CC1,-14%,-10%,6,-1%,5%,13%
COc1ccc(-n2ccnc(NCc3ccc(Cl)cc3)c2=O)cc1,2%,x,-35,x,x,-2%
CNc1c([N+](=O)[O-])cnn1-c1cccc(Cl)n1,5%,13%,u,8%,1%,x
COc1ccc(NC(=O)Cn2cnc3sc(C)c(S(=O)(=O)N4CCN(c5ccccc5OC)CC4)c3c2=O)cc1OC,0%,x,6,x,x,0%
Nc1nc(Nc2ccccc2)nc2ccccc12,-9%,-27%,229,-9%,-8%,2%
Cc1ccc(NC2Nc3cc(C)nn3S2)c(C)c1 (centres undefined),13%,-12%,5,18%,0%,-24%
COc1ccc(N(C)C(=O)c2cn(C)c(=O)c3cc(OC)c(OC)cc23)cc1,2%&4%,2%,-1&4,-7%,-6%,5%&0%
COc1cccc(N2C(=O)C(CC(=O)Nc3ccccc3)N(CCc3sccc3C)C2=O)c1 (centres undefined),8%,x,-4,x,x,1%
Fc1ccc(CNc2nc3ccccc3n3nnnc23)cc1,u,-22%,62,26%,2%,u
O=S(=O)(c1ccc2ccccc2c1)N1CCC(c2nc(-c3ccncc3)no2)CC1,u,-12%,-73*,-7%,-3%,3%
CCOc1ccc(CN(C(=O)c2oc3cc(C)ccc3c2C)C2CCS(=O)(=O)C2)cc1 (centres undefined),-13%,81%[activator],14,-18%,1%,5%
COc1ccc(C)cc1S(=O)(=O)Nc1ccc2c(c1)N(C(C)=O)CCC2,u,13%,-30,8%,x,3%
CCCOC(=O)c1ccc(NC(=O)CCC(=O)OCC)cc1,-20%,-8%,29,4%,0%,1%
